PG9 binder: small molecules binding HIV-1 gp120 antibody PG9; TR-FRET gp120-PG9 antibody binding; inhibition, % at 6.7 µM; 360,000 compounds, 0.43% hits; AID 624416; in the data active = inhibition above about 8.5%
HTRA1 inh: blocks human HTRA1 serine peptidase; Q92743; recombinant HTRA1, FP-rhodamine activity-based probe, fluorescence polarization; inhibition, % at 5.96 µM; 340,000 compounds, 0.5% hits; AID 504803; in the data active = inhibition above about 36%;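 note: 0% = enzyme with DMSO and 100% = wells lacking enzyme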
LEDGF integ inh: blocks HIV-1 LEDGF/p75-dependent DNA integration; TR-FRET IN-LEDGF/p75 DNA integration, Eu/Cy5; inhibition, % at 3.7 µM; 370,000 compounds, 0.64% hits; AID 743269;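 active = inhibition above the screen-wide mean plus 3 SD, cut at about 13% in these data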;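 note: signal is the Cy5 over europium emission ratio at 671 and 618 nm; 0% = plate median of compound wells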
rCAG RNA binder: binds r(CAG) RNA repeats. r(CAG) RNA repeat, TO-PRO-1 dye displacement fluorescence. inhibition, % at 3 µM. 370,000 compounds, 1.3% hits. AID 651821;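 active = inhibition above the plate cutoff, the mean of all test compounds on that plate plus 3 SD, cut at about 35% in these data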;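 note: 0% = DMSO alone and 100% = 100 µM mitoxantrone as full dye displacement; higher means more dye released from RNA so lower well fluorescence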
NR1D1 modulator: modulators of human Rev-erb alpha DNA binding | P20393 | 370,000 compounds, 0.79% hits | Rev-erbα–FITC-DNA binding, fluorescence polarization, 90 min | activity, % at 10 µM | AID 1259318;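 active = activity above about 14%, limit read from the data; passing the limit was not always enough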;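 note: 0% = DMSO wells with 35 nM protein and 100% = DMSO wells with 750 nM protein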
PRMT1 inh: blocks human protein arginine methyltransferase 1. inhibition, % at 2.79 µM. recombinant PRMT1, activity-based probe fluorescence polarization. 370,000 compounds, 1.3% hits. Q99873;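 active = inhibition above about 21% made by adding two undisclosed values, limit read from the data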
TDP2 inh: blocks human TDP2 phosphodiesterase activity | recombinant TDP2, T5PNP hydrolysis, p-nitrophenol absorbance 415 nm | inhibition, % at 12.8 µM | 370,000 compounds, 0.34% hits | AID 720702;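 active = inhibition above the mean of all tested compounds plus 3 SD, set per campaign, cut at about 25% in these data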;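 note: 0% = DMSO with enzyme and 100% = buffer with substrate but no TDP2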
Target sequence (O95551 whole entry, looked up): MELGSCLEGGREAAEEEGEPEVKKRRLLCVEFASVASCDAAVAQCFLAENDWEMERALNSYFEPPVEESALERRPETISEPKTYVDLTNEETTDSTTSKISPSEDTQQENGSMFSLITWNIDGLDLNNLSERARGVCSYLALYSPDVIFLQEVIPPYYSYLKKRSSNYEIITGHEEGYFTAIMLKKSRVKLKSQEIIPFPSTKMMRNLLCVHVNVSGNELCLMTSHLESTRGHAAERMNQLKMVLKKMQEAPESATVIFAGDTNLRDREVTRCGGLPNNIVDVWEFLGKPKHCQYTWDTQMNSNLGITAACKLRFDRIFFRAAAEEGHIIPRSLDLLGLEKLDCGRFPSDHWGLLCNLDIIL
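Material: recombinant human TDP2; quantity: TDP2 enzyme at 120 nM final; medium: Tris-HCl pH 7.5 with MgCl2; compound: single concentration, 12.8 µM nominal, with 1% DMSO; incubation: 2 h enzyme incubation at 37 °C; signal: epi absorbance; measure: percent inhibition; benchmarks: high control without enzyme, low control DMSO plus TDP2; repeats: singlicate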
TCR-CD3 inh: human TCR-CD3 binding inhibition; TAMRA-labeled TCR probe fluorescence, biochemical; inhibition, % at 9.4 µM; 360,000 compounds, 0.37% hits; in the data active = inhibition above about 19%;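 note: recombinant mutant TCR 2C K166C tagged with TAMRA read by polarization; 0% = receptor in buffer alone and 100% = receptor with positive control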
mABHD4 FP: inhibitors of mouse ABHD4. Q8VD66. purified mABHD4, FP-Rh probe fluorescence polarization. inhibition, % at 8.92 µM. 370,000 compounds, 0.54% hits. AID 720543;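 active = inhibition exceeding the mean over every tested compound plus 3 SD, cut at about 30% in these data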;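 note: 0% = plate median of compound wells and 100% = S159A mutant with DMSO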
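system = mouse ABHD4 enzyme, wild type | medium = HEPES pH 7.0, NaCl, Pluronic buffer | also added = FP-Rh probe | incubation = Enzyme–compound pre-incubation 45 min, then probe 60 min, both 25 °C | technique = fluorescence polarization, excitation 525 nm, emission 598 nm, BODIPY TMR filters | controls = S159A mutant high control, sample median low control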
SIAE primary: inhibitors of human sialic acid acetylesterase SIAE | Q9HAT2 | SIAE FP-Rh probe binding, fluorescence polarization | inhibition, % at 9.66 µM | 370,000 compounds, 0.69% hits | AID 1053197;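 active = inhibition above a cutoff: mean of compounds within the control limits plus 3 SD of those, cut at about 17% in these data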;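 note: 0% = plate median of compound wells and 100% = probe without SIAE protein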
Target sequence (Q9HAT2 whole entry, looked up): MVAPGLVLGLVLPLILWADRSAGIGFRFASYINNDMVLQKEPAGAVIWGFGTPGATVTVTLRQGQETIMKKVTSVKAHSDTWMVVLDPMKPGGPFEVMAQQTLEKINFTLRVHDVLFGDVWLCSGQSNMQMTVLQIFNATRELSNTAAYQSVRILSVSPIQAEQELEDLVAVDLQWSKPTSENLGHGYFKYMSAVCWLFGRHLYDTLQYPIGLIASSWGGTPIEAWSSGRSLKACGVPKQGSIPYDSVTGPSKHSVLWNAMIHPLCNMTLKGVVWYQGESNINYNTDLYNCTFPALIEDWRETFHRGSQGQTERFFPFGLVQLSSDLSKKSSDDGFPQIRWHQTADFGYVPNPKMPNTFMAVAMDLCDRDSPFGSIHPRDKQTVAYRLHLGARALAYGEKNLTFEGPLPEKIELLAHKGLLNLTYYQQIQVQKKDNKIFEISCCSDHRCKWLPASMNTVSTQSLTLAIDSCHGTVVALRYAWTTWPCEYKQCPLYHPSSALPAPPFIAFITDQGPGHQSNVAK
Starred values were filed as active, the others as inactive; x = no result given. Some of the compounds tested; rates above refer to the full screens.

SMILES	PG9 binder	HTRA1 inh	LEDGF integ inh	rCAG RNA binder	NR1D1 modulator	PRMT1 inh	TDP2 inh	TCR-CD3 inh	mABHD4 FP	SIAE primary
Cc1cccc(C)c1-n1nnnc1C(c1ccnc2ccccc12)N1CCCN(C(=O)OC(C)(C)C)CC1 (stereo not given)	-2.2	x	1	3	4	-2	6	5	-7	-3
O=C(NNC(=O)c1cccnc1)c1ccncc1	-2.2	1	2	-2	-2	-6	-12	4	2	7
Cc1ccc(S(=O)(=O)c2nc(S(C)(=O)=O)sc2N2CCC(C)CC2)cc1	0.0	5	-2	0	6	28*	-12	-6	-7	-1
CN(C)c1ccc(Cl)c(NC(N)=S)c1	-7.4	-1	-3	1	-5	1	-4	3	5	13
O=C1c2cccc(OCc3ccc(F)cc3)c2CCN1Cc1ccccc1	0.4	-44	1	0	5	1	5	-2	-19	-7
O=C(COC(=O)c1cccc(O)c1)NCc1ccc2c(c1)OCO2	0.3	6	2	0	1	2	-4	0	1	0
CC(C)Cc1nc2n[nH]c(N)c2c2c1CCC2	-2.9	-1	0	1	-1	2	-5	-2	0	4
Cc1ccc([C@@H]2CC(=O)[C@@H]3CN(S(=O)(=O)c4ccc(C)cc4)[C@H](c4ccc(Cl)cc4)C[C@@H]3N2S(=O)(=O)c2ccc(C)cc2)cc1	-2.5	-25	-1	12	6	-2	-2	1	4	-11
O=C1OC(c2ccccc2)/C(=C(/O)c2ccc(Cl)cc2)C1=O (stereo not given)	8.1	-1	0	8	2	10	-4	0	6	-3
COc1ccc(Cl)cc1C(=O)NCc1cn(C)nc1C	-2.4	2	-5	-3	-3	0	-2	0	5	-2
COCO/C=C(\NC(C)=O)c1ccccc1	0.9	9	3	4	-1	0	-22	-7	2	-5
CC1CC(C)CN(C(=O)CN2C(=O)NC3(CCCCCCC3)C2=O)C1 (stereo not given)	-1.1	-4	1	0	6	-1	2	-7	-3	9
CC(=O)N(C(C)=O)n1c(C)nc2sc3c(c2c1=O)CCCC3	-1.7	-2	0	-2	0	-4	0	6	1	-3
COc1cccc2cc3c(=O)n(-c4ccccc4)nc-3oc12	0.3	5	0	6	-6	4	-7	-3	11	7
CC1CCCCC1NCC(=O)NCc1ccc(F)cc1 (stereo not given)	-0.7	6	-3	-4	-4	10	10	2	8	0
CCN(c1ccccc1)S(=O)(=O)c1ccc(Cl)c(NC(=O)CSc2nncn2C)c1	-0.8	-2	-2	-1	4	-1	0	7	-5	-2
COc1cccc(C2C(C(=O)c3ccco3)=C(O)C(=O)N2CCCN2CCOCC2)c1OC (stereo not given)	-0.6	-3	2	5	-5	-2	7	7	-3	4
COc1ccc(C(=O)N/N=C/c2ccccn2)cc1OC	-0.9	0	0	-2	3	-3	-15	-6	3	0
COCCCn1c(=O)c2sccc2n2c(CCCC(=O)NCc3ccccc3)nnc12	-1.0	7	2	-2	-6	2	19	3	-3	-1
COc1cccc(NC(=O)CN2C(=O)NC(CCc3ccccc3)C2=O)c1 (stereo not given)	1.5	-7	-3	1	2	4	16	-8	4	-4
O=c1cc(-c2ccc(Cl)cc2)[nH][nH]1	-1.6	10	13	13	-2	-2	74*	-6	19	6
CCOc1ccc(Oc2nc(C)cc(OC)n2)nn1	-0.6	-4	-3	-4	0	1	-3	-7	11	-4
O=C(O)c1ccc(N/N=C/c2ccc3nccnc3c2)cc1	-19	1	-3	3	-1	5	-8	-1	0	-4
O=C(NC1=NCCS1)c1ccc(F)c(S(=O)(=O)N2CCOCC2)c1	0.8	-1	3	3	6	-1	5	0	2	0
CN1CCN(c2ccc(C(=O)NC3CCCCC3)cc2[N+](=O)[O-])CC1	-0.1	-9	1	-4	3	0	-3	-5	2	4
O=C(COC(=O)c1cc2ccccc2cc1O)Nc1cccnc1Cl	-2.2	5	-3	10	4	4	-2	-1	9	1
O=C(CCN1C(=O)/C(=C\c2cccs2)SC1=S)Nc1nccs1	0.0	-8	4	3	2	-3	0	-3	-6	-6
COc1ccc(C(=O)OCC(=O)Nc2ccc([N+](=O)[O-])cc2OC)c(O)c1	-1.3	7	1	3	5	-2	-8	2	-5	0
Fc1ccc2nc3[nH]c4ccccc4c3nc2c1	-0.5	-11	-1	8	x	-1	-6	-2	-3	2
O=C(CN1C(=O)C2C3CC(C(Br)C3Br)C2C1=O)Nc1ccc(C(=O)O)cc1 (stereo not given)	0.6	6	-1	3	-2	5	12	-4	0	-5
CC(O)C(NS(=O)(=O)c1ccc(Cl)cc1)C(=O)OCc1cc([N+](=O)[O-])cc2c1OCOC2 (stereo not given)	-0.9	-9	-8	-1	-4	3	-5	-10	12	-2
Cc1cccc(C)c1NC(=O)CNC(=O)C(C)N(C)CC(=O)Nc1ccc(F)cc1 (stereo not given)	0.5	-1	6	-4	-1	-1	-1	-3	-4	-1
CCOc1ccccc1NC(=O)c1cc2c(C)nn(-c3ccccc3)c2s1	x	x	0	5	-2	0	-1	x	-5	13
COc1ccc(NC(=O)CN2CCCN(S(=O)(=O)c3ccc(F)cc3)CC2)c(OC)c1	-1.6	0	1	-6	7	-7	-6	3	1	5
Cc1ccc(N(CC(O)CN2CCCCC2)S(=O)(=O)c2ccccc2)cc1 (stereo not given)	-0.4	1	-1	1	0	-3	11	3	-4	2
CC(C)CCn1nnnc1C(C(C)C)N1CCC(C(N)=O)CC1 (stereo not given)	0.2	3	-4	0	-4	-1	5	4	-3	8
CCN1C(=O)/C(=C\N(C)C)S/C1=N\S(=O)(=O)c1ccc(C)cc1	0.2	6	3	-3	4	-3	6	5	5	5
CCSc1nncn1/N=C/c1ccc(OC)c(OC)c1	-3.0	2	2	-4	0	-1	-3	7	1	-4
COc1cc(C(=O)NCCC(C)C)c([N+](=O)[O-])cc1OC	-1.3	3	4	-1	-2	1	-4	5	-8	3
COc1ccc(-n2ncc(C(=O)NC3CC3)c2C2CCN(C(=O)OC(C)(C)C)CC2)cc1	-0.1	-2	-3	-11	0	3	3	-3	2	3
Nc1cc(=O)[nH]c(=S)n1-c1ccccc1	-1.0	1	0	3	-3	5	8	4	11	5
NC(CC(=O)NC(c1ccccc1)(c1ccccc1)c1ccccc1)C(=O)O (stereo not given)	-0.6	-28	-4	2	4	0	-5	2	0	1
Cc1ccc(C(=O)NCCNC(=O)CN2CCOCC2)cc1	2.1	-1	-3	1	1	-4	0	0	0	3
CCC(COC)NC(=O)c1ccc(OC)c(OC2CCN(C(C)=O)CC2)c1 (stereo not given)	0.1	3	5	-4	-6	0	-12	-7	1	1
Cc1oc(CSCC2CCCO2)cc1C(=O)O (stereo not given)	-0.3	4	0	0	1	0	-4	3	6	3
NS(=O)(=O)c1ccc(NC(=S)NC(=O)c2cccc(Br)c2)cc1	-1.5	-9	-5	8	9	0	9	-4	-9	-4
COc1ccc(C2/C=C\CN(C(=O)NC(C)C)CC(=O)N2Cc2ccc(F)cc2)cc1 (stereo not given)	0.5	-1	-2	-3	-4	0	-7	-5	6	-1
C[N+](C)(C)CCNC(=O)c1c[nH]c2ccccc12	0.4	x	6	0	-3	2	2	3	5	5
O=C(Nc1ccc2[nH]c(=S)sc2c1)Nc1ccccc1F	-0.7	-19	2	20	-4	16	-5	1	-12	26*
O=Cc1ccc(-c2c(-c3ccccc3)oc3c2C(OCCCCO)CCC3)o1 (stereo not given)	-0.7	x	30*	9	-1	12	-2	-3	15	4
Cc1ccc(N2CC(=O)N(NC(=O)Nc3ccc(Cl)c(Cl)c3)CC2=O)cc1	-1.2	6	1	2	0	5	1	-1	5	2
Cc1sc(NC(=O)CSc2nnc(CCNC(=O)c3cccs3)n2C)nc1-c1ccccc1	0.3	5	4	-1	2	0	7	8	2	-9
COc1cc(C(=O)Nn2c(O)c(C3=c4ccccc4=NC3=O)sc2=S)ccc1O	-3.9	11	8	50*	-3	19	7	2	58*	40*
Cc1cccc(-n2c(SCCC(=O)O)nnc2-c2cccs2)c1C	0.2	-1	1	0	2	0	2	-1	-3	5
CCCN1CCN(C(=O)c2c(Cl)cnn2C)CC1	-5.4	7	-3	-6	2	3	0	6	5	4
Cc1onc(-c2ccccc2Cl)c1C(=O)Oc1cc(N)n(S(=O)(=O)c2ccc(F)cc2)n1	-0.3	23	1	3	-2	2	-2	-4	-13	-3

A draw from above in order of formula weight, low to high:
SMILES	PG9 binder	HTRA1 inh	LEDGF integ inh	rCAG RNA binder	NR1D1 modulator	PRMT1 inh	TDP2 inh	TCR-CD3 inh	mABHD4 FP	SIAE primary
Cc1cccc(-n2c(SCCC(=O)O)nnc2-c2cccs2)c1C	0.2	-1	1	0	2	0	2	-1	-3	5
COc1cc(C(=O)Nn2c(O)c(C3=c4ccccc4=NC3=O)sc2=S)ccc1O	-3.9	11	8	50*	-3	19	7	2	58*	40*
Cc1sc(NC(=O)CSc2nnc(CCNC(=O)c3cccs3)n2C)nc1-c1ccccc1	0.3	5	4	-1	2	0	7	8	2	-9

Remaining list, next part.
SMILES	PG9 binder	HTRA1 inh	LEDGF integ inh	rCAG RNA binder	NR1D1 modulator	PRMT1 inh	TDP2 inh	TCR-CD3 inh	mABHD4 FP	SIAE primary
OC(c1ccccc1)c1ncc(-c2ccccc2Cl)[nH]1 (stereo not given)	-1.7	x	-3	1	1	0	-3	-2	1	-3
CCOC(=O)Cc1csc(NC(=O)CSc2nnc(C(C)C)n2CC)n1	-1.5	5	-2	-6	1	0	1	2	-5	11
C=CCN1C(=O)C(CC(=O)Nc2ccc(C)cc2)SC1=Nc1c(C)n(C)n(-c2ccccc2)c1=O (stereo not given)	1.1	4	-3	-4	6	-2	11	3	-4	-3
C=CCNC(=O)c1ccccc1NC(=O)C1CCN(S(=O)(=O)c2ccc(SC)cc2)CC1	-0.7	-14	3	2	6	-4	7	-4	-5	2
O=C(N[C@@H]1C/C=C\C[C@H](CC(=O)N(CCO)Cc2ccccc2)C(=O)N[C@@H](Cc2ccccc2)COC1=O)OCC1c2ccccc2-c2ccccc21	-1.0	-34	-2	14	4	-2	3	-5	-11	-1
O=C(C1CCCO1)N1CCN(S(=O)(=O)c2ccc(Br)cc2)CC1 (stereo not given)	-1.6	2	0	-3	-2	-1	13	4	1	6
O=C1NC(=O)/C(=C/c2ccccn2)S1	-0.5	1	-4	0	-6	-1	7	-3	3	7
CC(C)[C@H](NC(=O)OCc1ccccc1)C(=O)N[C@@H](Cc1c[nH]c2ccccc12)C(=O)O	-0.4	-4	-4	6	3	0	10	1	-1	4
CCCCCCn1cc(CN2CC(N3CCN(C4CCN(C)CC4)CC3)CS2(=O)=O)nn1 (stereo not given)	1.3	x	-1	-1	-4	2	3	2	9	3
O=C(Nc1ccc(-c2noc(CCc3ccccc3)n2)cc1)c1cccnc1	-0.6	-41	-1	4	0	-2	-5	-1	-25	-14
FC(F)(F)c1cccc(CNC(=S)Nc2ccccc2)c1	-1.0	-8	-2	-2	-1	-1	-9	9	-5	5
